OX1R antagonist – OX1R (HCRTR1) antagonists, primary screen, fluorescence, CHO/OX1R cells, Fluo-8 calcium, orexin A | 0.43% of 330,000 active | inhibition, % at 5 µM | Orexin/Hypocretin receptor type 1 (Homo sapiens), O43613 | Fluo-8 calcium fluorescence;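 active = inhibition above its plate's threshold, mean inhibition of all tested compounds on the plate plus 3 SD, cut at about 37% in these data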;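 note: 0% = orexin A challenge wells and 100% = SB-334867-A antagonist wells; not every result past the cut was called active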
Target sequence (O43613 whole entry, looked up): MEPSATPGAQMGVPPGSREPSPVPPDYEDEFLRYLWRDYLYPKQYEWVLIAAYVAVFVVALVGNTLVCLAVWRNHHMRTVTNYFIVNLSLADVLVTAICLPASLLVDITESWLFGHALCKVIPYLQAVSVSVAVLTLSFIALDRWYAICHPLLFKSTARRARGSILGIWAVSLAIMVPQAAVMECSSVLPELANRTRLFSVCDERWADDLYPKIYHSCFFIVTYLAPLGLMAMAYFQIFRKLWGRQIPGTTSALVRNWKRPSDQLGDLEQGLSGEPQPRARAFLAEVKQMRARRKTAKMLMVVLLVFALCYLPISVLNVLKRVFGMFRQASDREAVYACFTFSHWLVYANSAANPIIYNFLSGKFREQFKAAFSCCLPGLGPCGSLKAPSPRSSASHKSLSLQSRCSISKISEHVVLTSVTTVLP
CHT PAM – CHT positive allosteric modulators, primary screen, cell-based, membrane potential dye, choline EC20 | B-score at 10 µM | AID 488977, 2010 | CHT-expressing cells; active compounds read high; LV-AA mutant CHT in HEK293 cells | 0.49% of 310,000 active;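 active = initial fluorescence not abnormally high and integrated response B-score, plate-corrected, over 3 SD above library mean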
Target sequence (Q9GZV3 whole entry, looked up): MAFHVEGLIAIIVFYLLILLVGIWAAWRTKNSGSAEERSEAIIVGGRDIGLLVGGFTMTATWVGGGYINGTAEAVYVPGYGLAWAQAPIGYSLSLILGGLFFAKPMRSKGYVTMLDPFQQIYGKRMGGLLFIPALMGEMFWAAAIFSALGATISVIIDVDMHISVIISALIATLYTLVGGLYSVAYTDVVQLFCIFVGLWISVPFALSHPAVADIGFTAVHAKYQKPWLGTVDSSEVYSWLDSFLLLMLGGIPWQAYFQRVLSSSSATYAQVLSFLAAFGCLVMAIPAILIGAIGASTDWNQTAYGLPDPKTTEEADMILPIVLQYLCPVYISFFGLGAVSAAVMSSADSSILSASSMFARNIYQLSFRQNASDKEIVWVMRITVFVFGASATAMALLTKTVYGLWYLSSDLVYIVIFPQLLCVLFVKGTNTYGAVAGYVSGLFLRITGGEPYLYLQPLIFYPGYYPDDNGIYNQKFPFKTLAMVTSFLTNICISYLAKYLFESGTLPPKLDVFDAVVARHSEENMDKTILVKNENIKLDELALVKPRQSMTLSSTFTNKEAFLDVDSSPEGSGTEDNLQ
An asterisk follows results filed as active; i = inactive; / = no result given; & = joins results of further samples.

1	CCc1n[nH]c(=S)n1/N=C/c1ccccn1
2	C[C@]12CCC(=O)C[C@@H]1CC[C@@H]1[C@@H]2CC[C@]2(C)[C@@H](C(=O)COC(=O)CCC(=O)O)CC[C@@H]12
3	COc1cccc2cc(C(=O)C3=C(O)C(=O)N(CCN(C)C)C3c3ccc(F)cc3)oc12 (stereo unspecified)
4	Cc1cc(C)c(C)c(S(=O)(=O)N2CCC(C(=O)Nc3ccccc3N3CCOCC3)CC2)c1C
5	CC(NC(=O)c1ccc(F)cc1)C(=O)NC1=NCCS1 (stereo unspecified)
6	Cc1ccc(NC(=O)C2CC(Cl)=CCC2C(=O)O)c([N+](=O)[O-])c1 (stereo unspecified)
7	CCOc1ccc(OCC)c(NC(=O)CN2CCC(NC(=O)c3cccc(F)c3)CC2)c1
8	COC(=O)CCCc1nc2ccccc2s1
compound no.	1	2	3	4	5	6	7	8
OX1R antagonist	-13	-21&-6	-14	-27	-20	-5	-44	-14
CHT PAM	i	i	i	i	i	i	i	i

9	CC(C)N1CCC(=NNc2ccc([N+](=O)[O-])cc2S(=O)(=O)N2CCOCC2)CC1
10	Cc1cc(C(=O)NNC(=S)NC(=O)/C=C/c2ccccc2Cl)n[nH]1
11	COc1ccc(CN2CCN(Cc3ccccc3C(F)(F)F)CC2)c(OC)c1
12	CCCc1cc(-c2nc(-c3ccc(Br)cc3)cs2)ccn1
13	O=C(OCc1cccc(C(F)(F)F)c1)c1ccc[nH]c1=O
14	CC(C)(Oc1ccc(Cl)cc1)C(=O)N1CCC(C(N)=O)CC1
15	CC(=O)Nc1ccc(NC(=O)C2C3C=CC(C3)C2C(=O)O)cc1 (stereo unspecified)
16	CN(C)C(CNc1ccc(S(C)(=O)=O)cc1[N+](=O)[O-])Cc1ccccc1 (stereo unspecified)
compound no.	9	10	11	12	13	14	15	16
OX1R antagonist	8	-5	-29	-21	-13	-9	-9	-20
CHT PAM	i	i	i	i	i	i	i	i

17	CC(C)(CSc1nncn1N)NS(=O)(=O)c1ccc(Cl)cc1
18	O=C(CC1NCCNC1=O)Nc1cccc([N+](=O)[O-])c1 (stereo unspecified)
19	CC(=O)Nc1cccc2c1C(=O)N(c1ccc(OC(C)=O)cc1)C2=O
20	CC(=O)c1ccc(Nc2nc3ccc(C)cc3n3cnnc23)cc1
21	Clc1ccc(OCCN2CCN(c3ncnc4sccc34)CC2)cc1
22	CC(=O)Nc1ccc(NC(=O)C(C)OC(=O)c2ccc(-n3cnnn3)cc2)cc1 (stereo unspecified)
23	O=C1CCC(C(=O)NCCN2C(=O)S/C(=C\c3cccnc3)C2=O)=NN1
24	COc1ccc(OCC(=O)Nc2cc(NC(=O)c3ccco3)ccc2OC)cc1
compound no.	17	18	19	20	21	22	23	24
OX1R antagonist	-13	-8	-9	-22	5	1	-1	-19
CHT PAM	i	i	i	i	i	i	i	i

25	C=CCn1c(C(C)NC(=O)CCC)nc2ccccc21 (stereo unspecified)
26	O=C(COc1ccc(/C=N/NC(=O)c2ccc(O)cc2)cc1)Nc1cccc([N+](=O)[O-])c1
27	Cc1ccccc1Cn1c(=O)c2c(nc3n2CCCN3Cc2ccccc2)n(C)c1=O
28	CN(Cc1ccccc1)C(=O)COc1ccccc1
29	CSc1ccccc1C(=O)NCc1ccccc1
30	COCCN1C(=O)C(CC(=O)Nc2ccc(C(=O)O)cc2)SC1=Nc1ccccc1 (stereo unspecified)
31	O=[N+]([O-])c1ccc(/C=N\N2CCN(c3ccc(Cl)cc3)CC2)cc1
32	CCOC(=O)C1C(=O)C=C(c2ccc(NS(C)(=O)=O)cc2)CC1c1ccco1 (stereo unspecified)
compound no.	25	26	27	28	29	30	31	32
OX1R antagonist	-1	1	-21	-11	-18	-3	1	-2
CHT PAM	i	i	i	i	i	i	i	i

33	Cc1nc2nc[nH]n2c(=O)c1NC(=O)CCc1ccccc1
34	O=C(COc1ccccc1Cl)Nc1ccc2c(c1)OCCO2
35	CCOc1ccccc1N(C(=O)Cn1nnnc1-c1ccc(C)o1)C(CC)C(=O)NC(C)(C)C (stereo unspecified)
36	COC(=O)c1cn(NC(=O)c2cccc(F)c2)c(=O)c2ccccc12
37	CCN(CC)CCN1C(=O)C(O)=C(C(C)=O)C1c1ccccc1[N+](=O)[O-] (stereo unspecified)
38	CC(C)c1ccc(S(=O)(=O)N2CCN(C(=O)C3=COCCO3)CC2)cc1
39	CCOC(=O)C(CC)/C(C)=N/NC(=O)c1ccc([N+](=O)[O-])cc1 (stereo unspecified)
40	CCC(C)c1ccc(OCc2ccc(C(=O)OC)o2)cc1 (stereo unspecified)
compound no.	33	34	35	36	37	38	39	40
OX1R antagonist	10	-18	-20	-7	1	1	10	-13
CHT PAM	i	i	i	i	i	/	i	i

41	O=C(O)CNC(=O)c1ccc(NC(=O)/C(=C/c2ccccc2)NC(=O)c2ccccc2Br)cc1
42	O=C1CN(C(=O)COC(=O)C2CC(=O)N(Cc3ccco3)C2)c2ccccc2N1 (stereo unspecified)
43	O=S(=O)(c1ccc(F)cc1)N1CCN(c2ncnc3c2cnn3-c2ccccc2)CC1
44	Cc1c(Cl)cccc1NC(=O)CNC(=O)C1CC(=O)N(CCc2ccccc2)C1 (stereo unspecified)
45	Cc1ccc(Cn2c(NCCc3ccccc3)nc3c2c(=O)n(C)c(=O)n3C)cc1
46	CCc1ccc(NC(=S)NCc2ccccc2)cc1
47	NS(=O)(=O)c1ccc(NC(=O)COc2ncnc3c2cnn3-c2ccccc2)cc1
48	COc1cc2c(cc1OC)C(COc1ccccc1OC)N(C(=O)C(C)(C)C)CC2 (stereo unspecified)
compound no.	41	42	43	44	45	46	47	48
OX1R antagonist	/	-2	-9	-5	-33	-11	2	-45
CHT PAM	i	i	i	/	i	i	i	i

49	O=C(NNC(=O)C1CCN(c2ncccn2)CC1)c1ccc(Cl)cc1
50	Cc1ccccc1-n1nc2c(c1NC(=O)CCCl)CSC2
51	O=C(CSc1nc2ccccc2[nH]1)NCC1CCCO1 (stereo unspecified)
52	CCOc1ccccc1N1CCN(C(=O)c2ccncc2)CC1
53	COc1ccc(S(=O)(=O)NC2(C(F)(F)F)NC(=O)N(CCc3ccccc3)C2=O)cc1 (stereo unspecified)
54	O=[N+]([O-])c1ccc(-n2cc(-c3ccccc3)nn2)cc1
55	Nc1c(C(=O)OCC(=O)Nc2ccccc2Br)[nH]c(=O)[nH]c1=O
56	Cc1cc(C)c(NC(=O)COC(=O)COc2ccc3c(C)cc(=O)oc3c2)c(Cl)c1
compound no.	49	50	51	52	53	54	55	56
OX1R antagonist	-19	-35	0	-8	-27	-1	-6	-20
CHT PAM	i	i	i	i	i	i	/	/

57	Cc1ccccc1NC(=O)/C(=C/c1ccco1)c1ccccc1
58	CCCc1nn2c(=O)c(C(c3cccc(Cl)c3)c3c(O)nc4sc(CCC)nn4c3=O)c(O)nc2s1
59	Cc1cc2c(cc1S(=O)(=O)N1CCc3ccccc31)NC(=O)CO2
60	CC(NC(=O)c1ccc2c(c1)OCCO2)c1ccc(S(N)(=O)=O)cc1 (stereo unspecified)
61	COc1cc(NC(N)=S)c(OC)cc1Cl
62	O=C(c1ccc(F)cc1)N1CCC(N2CCOCC2)CC1
63	Cc1ccc2oc(=O)c3cc(C(=O)NCCCN4CCc5ccccc5C4)sc3c2c1
64	O=C(NC1CCCC1)c1nc2c(nnn2Cc2ccccc2Cl)c(=O)[nH]1
compound no.	57	58	59	60	61	62	63	64
OX1R antagonist	-33	-7	-22	-17	-5	-2	-31	-36
CHT PAM	i	i	i	i	i	i	i	i

65	Cc1cc(CN2CCC(n3nccc3NC(=O)c3ccccc3C)CC2)n[nH]1
66	O=C(Nc1cccc(-c2ccc(N3CCOCC3)nn2)c1)c1ccc(F)cc1F
67	c1ccc(-c2cccc(-c3ccccn3)n2)nc1
68	CCn1c(SCC(=O)NCc2ccco2)nnc1-c1ccc(N)cc1
69	CCc1ccccc1NC(=O)C1CC(c2ccc(OC)cc2)=NO1 (stereo unspecified)
70	COc1ccc(C2=Nn3c(nnc3C3CCCCC3)SC2)cc1OC
71	COc1ccc2cc(-c3[nH]ncc3CN3CCCCO3)ccc2c1
72	O=C(Nc1ccc(-c2nc3ncccc3o2)cc1)c1ccc(Br)o1
compound no.	65	66	67	68	69	70	71	72
OX1R antagonist	-17	-10	-30	-16	-27	-9	6	18
CHT PAM	i	i	i	i	i	i	i	i

73	c1cncc(COC2CCCN(Cc3nc(-c4cccs4)no3)C2)c1 (stereo unspecified)
74	CCOc1cc2[nH]c(=S)n(CCCCC(=O)NCc3ccco3)c(=O)c2cc1OCC
75	CCC(C(=O)Nc1ccc(C(=O)N2CCCC2)cc1)c1ccccc1 (stereo unspecified)
76	CCN(CC)S(=O)(=O)c1ccc(NC(=O)COC(=O)CN2C(=O)c3ccccc3C2=O)cc1
77	Clc1ccc(C(c2nnnn2C2CCCC2)N2CCSCC2)cc1 (stereo unspecified)
78	Cc1ccc(NC(=O)c2cc(-c3ccccc3)n[nH]2)cc1
79	Cc1cccnc1Nc1nc(-c2ccc(O)c(O)c2)cs1
80	O=C(O)CSCC(=O)Nc1ccc(Cl)cc1C(F)(F)F
compound no.	73	74	75	76	77	78	79	80
OX1R antagonist	4	-12	-15	-6	-10	/	12	-9
CHT PAM	i	i	i	i	i	i	i	i

81	COc1ccc(S(=O)(=O)N(CC(C)C)CC(C)C)c2cccnc12
82	O=C(Nc1ccc2c(c1)OCO2)C1CC(=O)N(c2ccc3c(c2)OCCO3)C1 (stereo unspecified)
83	O=S(=O)(c1ccc2c(c1)OCCO2)N1CCN(c2ncnc3sccc23)CC1
84	O=C(Nc1ccccc1C(=O)O)c1ccc(NC(=O)C2CCCO2)cc1 (stereo unspecified)
85	CCOc1ccc(CN2CCN(Cc3cnn(CC)c3C)CC2CCO)cc1 (stereo unspecified)
86	COc1ccc(C)cc1S(=O)(=O)N(CC(=O)Nc1cc([N+](=O)[O-])ccc1C)c1ccc(C)c(C)c1
87	O=C(CCCn1c(SCC(=O)c2ccc(O)c(O)c2)nc2ccccc2c1=O)NCC1CCCO1 (stereo unspecified)
88	CCN(CC(=O)NCc1cccs1)C(=O)c1cccc(Cl)c1
compound no.	81	82	83	84	85	86	87	88
OX1R antagonist	-30	-7	20	10	-11	5	-9	0
CHT PAM	i	i	i	i	i	i	i	/

Three entries from above, ordered by the number in OX1R antagonist, falling:
no. | Compound | OX1R antagonist
83 | O=S(=O)(c1ccc2c(c1)OCCO2)N1CCN(c2ncnc3sccc23)CC1 | 20
88 | CCN(CC(=O)NCc1cccs1)C(=O)c1cccc(Cl)c1 | 0
85 | CCOc1ccc(CN2CCN(Cc3cnn(CC)c3C)CC2CCO)cc1 (stereo unspecified) | -11

The list goes on.
89	COCCN(C(=O)CN1CCN(S(=O)(=O)c2ccc(F)cc2)CC1)c1c(N)n(Cc2ccccc2)c(=O)[nH]c1=O
90	O=C1Nc2ccccc2Oc2cc([N+](=O)[O-])cc(Oc3ccccc3)c21
91	CCC(C)NC(=O)C1c2cc(OC)c(OC)cc2C(=O)N(C)C1c1cccs1 (stereo unspecified)
92	Cc1cccc2c1CC(C)(C)N=C2C1=C(O)CC(C)(C)CC1=O
93	Cc1cc(=O)n2[nH]c(-c3ccsc3-n3c(C)ccc3C)cc2n1
94	Cc1cc(Sc2ncnc(N)c2[N+](=O)[O-])ncn1
95	FC(F)(F)c1cnc(NNC(=S)Nc2ccc(Cl)cc2)c(Cl)c1
96	COc1ccc(OC)c(NC(=O)c2cc(OC(C)=O)cc(C(=O)Nc3cc(OC)ccc3OC)c2)c1
compound no.	89	90	91	92	93	94	95	96
OX1R antagonist	-6	-4	-26	-18	-14	-5	8	39
CHT PAM	i	i	i	i	i	i	i	i

Entries above that have an aryl methoxy group, in the order listed:
3	COc1cccc2cc(C(=O)C3=C(O)C(=O)N(CCN(C)C)C3c3ccc(F)cc3)oc12 (stereo unspecified)
11	COc1ccc(CN2CCN(Cc3ccccc3C(F)(F)F)CC2)c(OC)c1
24	COc1ccc(OCC(=O)Nc2cc(NC(=O)c3ccco3)ccc2OC)cc1
48	COc1cc2c(cc1OC)C(COc1ccccc1OC)N(C(=O)C(C)(C)C)CC2 (stereo unspecified)
53	COc1ccc(S(=O)(=O)NC2(C(F)(F)F)NC(=O)N(CCc3ccccc3)C2=O)cc1 (stereo unspecified)
61	COc1cc(NC(N)=S)c(OC)cc1Cl
69	CCc1ccccc1NC(=O)C1CC(c2ccc(OC)cc2)=NO1 (stereo unspecified)
70	COc1ccc(C2=Nn3c(nnc3C3CCCCC3)SC2)cc1OC
71	COc1ccc2cc(-c3[nH]ncc3CN3CCCCO3)ccc2c1
81	COc1ccc(S(=O)(=O)N(CC(C)C)CC(C)C)c2cccnc12
compound no.	3	11	24	48	53	61	69	70	71	81
OX1R antagonist	-14	-29	-19	-45	-27	-5	-27	-9	6	-30
CHT PAM	i	i	i	i	i	i	i	i	i	i

86	COc1ccc(C)cc1S(=O)(=O)N(CC(=O)Nc1cc([N+](=O)[O-])ccc1C)c1ccc(C)c(C)c1
91	CCC(C)NC(=O)C1c2cc(OC)c(OC)cc2C(=O)N(C)C1c1cccs1 (stereo unspecified)
96	COc1ccc(OC)c(NC(=O)c2cc(OC(C)=O)cc(C(=O)Nc3cc(OC)ccc3OC)c2)c1
compound no.	86	91	96
OX1R antagonist	5	-26	39
CHT PAM	i	i	i
